TbREL1 inh – TbREL1 inhibition, primary screen; P86926; TbREL1 RNA ligation, FRET fluorescence; inhibition, % at 9.66 µM; actives 0.49% (n = 89,000); AID 1117264;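 active = inhibition above the mean inhibition across all screened compounds plus 3 SD, cut at about 11% in these data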;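 also: 0% = plate median of test wells and 100% = NSC42067 control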
Target sequence (P86926 whole entry, looked up): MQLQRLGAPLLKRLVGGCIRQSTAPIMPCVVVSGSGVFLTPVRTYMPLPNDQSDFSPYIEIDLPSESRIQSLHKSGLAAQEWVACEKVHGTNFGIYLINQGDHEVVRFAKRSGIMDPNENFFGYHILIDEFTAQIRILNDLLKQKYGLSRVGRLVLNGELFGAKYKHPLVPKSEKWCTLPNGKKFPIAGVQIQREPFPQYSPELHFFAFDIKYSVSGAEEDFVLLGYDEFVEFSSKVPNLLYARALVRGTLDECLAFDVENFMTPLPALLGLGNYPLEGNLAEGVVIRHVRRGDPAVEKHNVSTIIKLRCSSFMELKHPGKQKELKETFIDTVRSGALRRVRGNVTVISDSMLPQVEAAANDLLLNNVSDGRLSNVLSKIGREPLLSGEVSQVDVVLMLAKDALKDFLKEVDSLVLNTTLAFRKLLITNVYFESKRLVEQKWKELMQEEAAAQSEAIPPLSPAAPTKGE
Starred values were filed as active, the others as inactive.

SMILES	TbREL1 inh
COCCN(C(=O)c1ccc2c(c1)S(=O)(=O)N=C1CCCCCN12)c1c(N)n(CC(C)C)c(=O)[nH]c1=O	5
CCCCN1CC2([N+](=O)[O-])C=CC(=O)C([N+](=O)[O-])(C1)C2CC(=O)c1ccccc1 (stereo not drawn)	-3
Cc1ccc(S(=O)(=O)N(C)[C@H]2C[C@H]3c4cc(-c5ccc6c(c5)OCO6)ccc4CCN3C[C@H]2[C@H](C)O)cc1	-2
COc1cc(NC(C)CCCNC(C)C)c2ncccc2c1OC (stereo not drawn)	0
C/C(=N\NC(=O)c1ccc(O)cc1)c1cccc(NC(=O)c2ccccc2C)c1	-1
O=C(O)CCC(=O)Nc1ccc(Br)cc1C(=O)c1ccccc1	-1
COc1ccc(Cl)cc1NC(=O)COc1ccc2c(c1)OCO2	2
CN(c1ccccc1)c1nc(N)c([N+](=O)[O-])c(NCc2ccccc2)n1	4
N#Cc1c(-c2ccc(Br)cc2)cc(-c2cccnc2)nc1N	1
COc1cccc(NC(=O)C2CCCN2C(=O)Nc2ccc(Cl)cc2)c1 (stereo not drawn)	3
O=c1oc2cc(OCc3ccc([N+](=O)[O-])cc3)ccc2c2c1CCCC2	2
COCCCn1c(SCC(=O)NC(C)(C)C)nnc1-c1ccccc1	1
Cc1cc(NS(=O)(=O)c2ccc(NC(=O)CSc3nnc(-c4ccccn4)n3Cc3ccco3)cc2)nc(C)n1	4
O=C(Nc1ccc(Br)cc1)OC1CC2CC1[C@H]1CCCCN1C2 (stereo partly drawn)	1
CC(C)CC(=O)OCc1cn(-c2ccccc2)nn1	-2
N#CC(C#N)=C(N)Nc1cccc(Cl)c1	0
COC(=O)C1(C)COP(=O)(NC23CC4CC(CC(C4)C2)C3)OC1 (stereo not drawn)	7
Cc1ccc(C(=O)COC(=O)CCC(=O)Nc2cc(Cl)ccc2Cl)cc1[N+](=O)[O-]	5
Cc1c(NC(=O)CSc2nnc(COc3ccccc3)n2-c2ccccc2)c(=O)n(-c2ccccc2)n1C	1
CCN(C[C@H]1N[C@@](C)(C(=O)OC)[C@H]2C(=O)N(C)C(=O)[C@@H]12)C(=O)c1ccc(C)cc1	5
COc1ccc2[nH]c(C)c(CCNC(=S)Nc3cc(C)cc(C)c3)c2c1	-8
COc1ccc(-c2noc3c2-c2nc(C4CCCCC4)sc2CC3)cc1	1
CC1=C(C(=O)N2CCOCC2)CC(CC(=O)NC2CC2)C(=O)N1Cc1ccc(C(C)(C)C)cc1 (stereo not drawn)	2
N#Cc1nc(COc2ccccc2)oc1N1CCN(Cc2ccccc2)CC1	0
CCCCn1c(SCC(N)=O)nc2c(sc3ccccc32)c1=O	4
COC(=O)c1sc2ccccc2c1-n1cccc1C(=O)C(=O)Nc1ccc(F)cc1	4
O=C1[C@H]2[C@H](ON3CCCC[C@H]23)C(=O)N1c1cccc(C(F)(F)F)c1	4
CN(c1ccccc1C(=O)O)S(C)(=O)=O	2
CC1CCCN(C(=O)CN2C(=O)c3ccccc3S2(=O)=O)C1 (stereo not drawn)	3
COc1ccc(S(=O)(=O)N2CCC(C(=O)N3CCN(C)CC3)CC2)cc1Cl	-5
COc1ccc(CC(=O)NCc2n[nH]c(=S)n2-c2cccc(Cl)c2)cc1	-1
Cc1ccccc1Oc1nc2ccccc2n2cnnc12	10
CCCCCC(=O)NCC(C)NC(=O)CCCCC (stereo not drawn)	0
Cn1cc(CN2CCC(n3nccc3NC(=O)CCc3ccccc3)CC2)cn1	3
COc1ccc(Cn2nnnc2C(c2cc3ccc(OC)cc3[nH]c2=O)N2CCC(C)CC2)cc1 (stereo not drawn)	-2
Cc1ccc2nc3c(cc2c1)c(NC(=O)C1CCCO1)nn3CC(C)C (stereo not drawn)	3

Of the compounds above, two have a COOH group.
SMILES	TbREL1 inh
O=C(O)CCC(=O)Nc1ccc(Br)cc1C(=O)c1ccccc1	-1
CN(c1ccccc1C(=O)O)S(C)(=O)=O	2

Later entries.
SMILES	TbREL1 inh
Cc1ccc(-c2nnc(-c3cccnc3)o2)cc1	2
COc1ccc(NC(=O)c2cc3cc(C)ccc3n2C)c(OC)c1	0
CCc1cc(C(=O)NCC2CCCO2)sc1C (stereo not drawn)	0
CCCC(c1c(C)n(C)n(-c2ccccc2)c1=O)c1c(C)n(C)n(-c2ccccc2)c1=O	6
CCOCCCNC(=O)C1CCCCN1S(=O)(=O)c1ccc(F)cc1 (stereo not drawn)	-1
Cc1ccc(C(=O)C2=C(O)C(=O)N(CCCN(C)C)C23C(=O)N(C)c2ccccc23)o1 (stereo not drawn)	-2
O=C(/C=C/c1c(F)cccc1Cl)Nc1nn[nH]n1	10
CC(C)(C)c1ccc(/C=C/C(=O)Nc2ccncc2)cc1	4
CS(=O)(=O)Nc1ccccc1C(=O)Nc1ccccc1C(=O)N1CCCC1	1
COCCn1c(SCC(=O)N2CCOCC2)nc2ccccc2c1=O	1
CN(CC(=O)Nc1cccc(S(=O)(=O)N(C)C)c1)Cc1ccccc1	-1
CCC(C(=O)OC)n1cnc2scc(-c3ccc(C)cc3)c2c1=O (stereo not drawn)	2
O=C(NCc1ccc(Cl)cc1)c1ccc(CNc2c(N3CCOCC3)c(=O)c2=O)cc1	-2
Cc1ccc(CNC(=O)C(C)C2Sc3ccccc3NC2=O)cc1 (stereo not drawn)	-2
CC1(c2ccccc2)CC(C)(C)N(C(=O)CSc2nnc(N)s2)c2ccccc21 (stereo not drawn)	-4
CS(=O)(=O)N(Cc1ccco1)CC(O)Cn1cc(C=O)c2ccccc21 (stereo not drawn)	1
CCC1Nc2ncnc(N3CCN(c4ccccn4)CC3)c2N(Cc2ccc(Br)cc2)C1=O (stereo not drawn)	-3
CC1(C)CC(=O)C2=C(C1)OC(N)=C(C#N)[C@@]21C(=O)N(CC(N)=O)c2ccccc21	-1
OCc1cn(-c2ccccc2)nc1-c1ccco1	-3
COc1ccccc1Sc1ccccc1/C=N/NC(N)=O	-1
CC(C)(C)NC(=O)NC(=O)COC(=O)c1cccc(OC(F)F)c1	1
COc1ccc(C(=O)Nc2cccnc2Cl)cc1OC	-1
CCCCN(C(=O)C1CC(=O)N(Cc2ccc(C)cc2)C1)c1c(N)n(CCCC)c(=O)[nH]c1=O (stereo not drawn)	1
CC(=O)N1C(C)(C)CC(=NOC(=O)c2ccc(C)cc2)CC1(C)C	0
O=C(Nc1ccccn1)c1ccc(Cl)c(S(=O)(=O)N2CCCCCC2)c1	10
C#CCOC(=O)c1ccccc1C(=O)O	4
COc1cc(OC)c(OC)cc1CN1CCC(O)CC1	7
CC(C)OC(=O)C1C2C=CC3(CN(Cc4cccs4)C(=O)C13)O2 (stereo not drawn)	-1
Cc1ccc(NC(=O)CN(C)C(=O)COc2cccc3cccnc23)cc1	-1
CC(=O)c1ccc(OCC(=O)N2CCCC(Nc3ccc(C)c(C)c3)C2)cc1 (stereo not drawn)	-10
O=C(/C=C/c1cc(Br)ccc1F)OCC(=O)N1CCOCC1	1
Cc1cc(C)n2nc(C(=O)Nc3ccc4c(c3)OCO4)nc2n1	-1
OC(c1ccccc1)c1nc(-c2cc3ccccc3o2)cs1 (stereo not drawn)	2
O=C(CSc1nc2ncc(Cl)cc2[nH]1)c1ccc2c(c1)OCO2	5
CCCCOc1ccc(C(=O)NCC(=O)NCC(c2cccs2)N2CCOCC2)cc1 (stereo not drawn)	-2
Cn1c(=O)oc2cc(S(=O)(=O)N3CCCC(C(=O)Nc4ccccn4)C3)ccc21 (stereo not drawn)	1

Another view of some results above:
COc1cc(OC)c(OC)cc1CN1CCC(O)CC1
  TbREL1 inh: 7

CC(C)OC(=O)C1C2C=CC3(CN(Cc4cccs4)C(=O)C13)O2 (stereo not drawn)
  TbREL1 inh: -1

Cc1ccc(NC(=O)CN(C)C(=O)COc2cccc3cccnc23)cc1
  TbREL1 inh: -1

CC(=O)c1ccc(OCC(=O)N2CCCC(Nc3ccc(C)c(C)c3)C2)cc1 (stereo not drawn)
  TbREL1 inh: -10

Following part.
SMILES	TbREL1 inh
COc1ccc(-c2onc(C)c2-c2cnn(-c3ccccc3)c2)c(O)c1C	-2
Cc1ccnc(SCC(=O)N2CCCc3ccccc32)n1	2
O=C(O)CCc1nc2ccccc2c(=O)[nH]1	-2
Cc1ccc(-c2nc(NC(=O)CSc3ccc4ccccc4n3)ns2)cc1	1
Cc1cccc(NC(=O)OC2CC3CC2[C@H]2CCCCN2C3)c1 (stereo partly drawn)	2
CC(=O)N1CCc2cc(Br)c(S(=O)(=O)CCC(=O)N3CCN(c4ccccn4)CC3)cc21	5
O=c1c2ccccc2cnn1-c1ccc(Cl)cc1	9
Cc1occc1C(=O)Nc1sc2c(c1C(N)=O)CCCCC2	2
COc1cc(C(=O)O)c2ccccc2n1	2
COc1ccc(CNC(=O)CN(C(=O)c2snc(C(N)=O)c2N)c2ccc(F)cc2)cc1	0
COc1ccc(NC(=O)COC(=O)Cc2c[nH]c3ccccc23)cc1Cl	1
CCn1c(=O)n(CC(=O)NCc2ccco2)c(=O)c2ccccc21	-1

For reference, some entries already given:
SMILES	TbREL1 inh
COc1ccc(-c2onc(C)c2-c2cnn(-c3ccccc3)c2)c(O)c1C	-2
Cc1ccnc(SCC(=O)N2CCCc3ccccc32)n1	2

The results go on:
SMILES	TbREL1 inh
COc1ccc(-n2c(SCC(=O)NCC3CCCO3)nc3c(c2=O)SCC3)cc1 (stereo not drawn)	-2
CSCC[C@H](NC(=O)Nc1ccccc1C)C(=O)O	-2
CCCCCn1nc(C(=O)OCC(=O)c2c(N)n(C)c(=O)n(C)c2=O)c2ccccc2c1=O	-5
Nc1ccccc1N1C(=O)c2cccc3cccc(c23)C1=O	2
O=c1[nH]c(NNC(=S)NC2CCCCC2)nc2c1C1(CCCC1)Cc1ccccc1-2	-5
CCOC(=O)c1cc(-c2ccccc2)sc1NC(=O)CCN1C(=O)c2ccccc2C1=O	2
Cc1[nH]nc2c1C(c1ccccc1)C1=C(CC(C)(C)CC1=O)N2 (stereo not drawn)	-3
O=C1CCc2cc(S(=O)(=O)NC(Cc3ccccc3)C(=O)NC3CCCCC3)ccc2N1 (stereo not drawn)	-1
O=C(c1ccc(F)cc1)N1CCN(C(=O)c2cccnc2)CC1	0
CC(Oc1ccc(Cl)cc1Cl)C(=O)NCc1ccncc1 (stereo not drawn)	0
C(#Cc1ccccc1)CN1CCCCC1	8
COc1ccc(-c2ccc3c(c2)c(Sc2ccccc2)c(-c2ccccc2)n3C)cn1	3
COc1ccccc1CNC(=O)C(NS(=O)(=O)c1ccc2c(c1)oc(=O)n2C)C(C)C (stereo not drawn)	1
CCCS(=O)(=O)N1CCC(C(=O)NCCCN2CCCC2=O)CC1	4
CC(C)CC1COC(=O)N1 (stereo not drawn)	0
C=C1[C@@H]2CC[C@H]3[C@]4(C)[C@@H](O)CC[C@@](C)(C(=O)OC)[C@H]4C[C@H](O)[C@]3(C2)[C@H]1O	1
Cc1cn(S(=O)(=O)c2cc(Br)ccc2Br)cn1	-1
O=C(Cn1cnc2c(NCc3ccccc3)ncnc21)NCc1nc2ccccc2[nH]1	3
COC(=O)C[C@H]1c2cc(F)ccc2S(=O)(=O)N1C(C)C	0
Cc1cccc(S(=O)(=O)N2CCC[C@H]2C(=O)N2CCC[C@@H]2C(=O)NCc2ccccc2)c1	2
COc1cccc(NS(=O)(=O)c2cc3c4c(c2)CCC(=O)N4CCC3)c1	-2
CCNC(=O)NC(=O)C(C)On1nnc2ccc(S(=O)(=O)N(CC)CC)cc21 (stereo not drawn)	-1
CC1(C)CC(=O)C(C2c3ccccc3S(=O)(=O)c3ccccc32)C(=O)C1	-2
O=C(c1cccn2c(=O)c3ccccc3nc12)N1CCN(Cc2ccc3c(c2)OCO3)CC1	0
O=C(COC(=O)C1=COCCO1)Nc1ccc(Br)cc1Br	0
CC(NC(=S)Nc1ccc(OC(F)F)cc1OC(F)F)C(C)(C)C (stereo not drawn)	0
O=C(c1ccc(-n2cncn2)c([N+](=O)[O-])c1)N1CCN(S(=O)(=O)c2cccc(F)c2)CC1	0
Cc1ccc(-n2c(SCC(=O)NN=Cc3ccc(-c4ccccc4)cc3)nnc2-c2ccccc2)cc1	5
CC1CCN(C(=O)CSc2nc3ccccc3c(=O)n2Cc2ccc3c(c2)OCO3)CC1	2
Cc1c(C(=O)N/N=C/c2ccccc2Cl)[nH][nH]c1=O	3
O=C(Cn1nc(-c2ccccc2)c2ccccc21)Oc1ccccc1	4
CCn1cc(C(=O)OCC(=O)Nc2cc(S(=O)(=O)N(C)C)ccc2C)c(=O)c2ccc(C)nc21	-2
COc1ccc(S(=O)(=O)N(C)c2ccccc2)c2cccnc12	-1
COc1ccc(S(=O)(=O)Cc2ccc(C(=O)N3CCC(C(N)=O)CC3)o2)cc1	3
COc1cccc(NC(=O)Cn2nnc(C(=O)Nc3cc(Cl)ccc3OC)c2N)c1	1
Cc1ccc2nc(-c3ccccc3)cc(C(=O)NCC3CCCO3)c2c1 (stereo not drawn)	0

Copied from the list:
Entry for `CN(CC(=O)Nc1cccc(S(=O)(=O)N(C)C)c1)Cc1ccccc1` in TbREL1 inh: -1
Entry for `CSCC[C@H](NC(=O)Nc1ccccc1C)C(=O)O` in TbREL1 inh: -2
Entry for `O=C(Nc1ccccn1)c1ccc(Cl)c(S(=O)(=O)N2CCCCCC2)c1` in TbREL1 inh: 10

This is a subset; the hit share may differ from the screen's.
